Compound activity from PubChem.
All columns: NCI-60 one-dose screen, growth in % after 48 h at 10 µM unless noted; 100 = growth as untreated, 0 = no growth, -100 = all killed.
HL-60(TB) – HL-60(TB) leukemia cells. 9% of 78,000 active. AID 1794776; active = growth percent below 10
Starred values were filed as active, the others as inactive; & = joins results of further samples; [ ] = another dose, or the depositor's remark. An excerpt; the hit share may differ from the screen's.

no.	SMILES	HL-60(TB)
1	CC(OC(=O)c1ccccc1)c1ccccc1 (configuration not stated)	77.9
2	O=C1c2ccccc2C(=O)N1CNc1ccc(Cl)cc1	92.4
3	CC1(C)[C@@H](NOCCCN)CC[C@]2(C)[C@H]3C(=O)C=C4[C@@H]5C[C@](C)(C(=O)O)CC[C@]5(C)CC[C@@]4(C)[C@]3(C)CC[C@@H]12	-31.3*[100 µM]
4	C=C1SC(=Nc2ccccc2Cl)N(C(=O)c2sc3ccccc3c2Cl)C12CCCCC2	25.1
5	Cc1ccccc1Nc1nc2nonc2nc1Nc1cccc(C)c1C	69.8
6	COc1cc(OC)c(NC(=O)n2ncc3cc(Nc4ncnc5ccccc45)ccc32)cc1Cl	82.9
7	c1ccc(CCc2cccc3ccccc23)nc1	84.4
8	COc1ccc(Cn2cc(/C=C3/C(=O)C4CCN3CC4)c3cccnc32)cc1	95.0
9	CC1=C(CCN2CCN(c3ccccc3)CC2)C(=O)N2N=C(c3ccc(Cl)cc3)OC2N1 (configuration not stated)	125.6
10	CCc1ccc(NC(=S)n2c(=O)cc(C)c3ccc(O)cc32)cc1	119.0
11	O=C(CCn1c[n+](CC(=O)c2ccccc2)c2ccccc21)Nc1cccc2cccnc12	79.4
12	Cc1ccc(S(=O)(=O)Nc2ccc(C(=O)CC3(O)C(=O)Nc4ccccc43)cc2)cc1 (configuration not stated)	95.4
13	Cc1c2c(cc3c1[nH]c1ccccc13)C=NCC2	93.3
14	CCCCCCCCCCCCCCCCOC(=O)c1c(C)[nH]c(/C=C2\N=C(c3ccc[nH]3)C=C2OC)c1C	62.2
15	CC(C)(C)[Si](C)(C)OCC1OC(n2cnc3c(N)ncnc32)CC1OS(C)(=O)=O (configuration not stated)	104.3
16	CC(=O)N1N=C(c2ccc(Cl)cc2)CC1c1ccc(Oc2ccc(Cl)cc2)cc1 (configuration not stated)	93.1
17	CC(C)CNC(=O)c1c(N)n(CCc2ccccc2F)c2nc3ccccc3nc12	100.5
18	Cc1cc2c(n1Cc1ccccc1)CSc1cc(S(=O)(=O)c3ccccc3)c(=O)[nH]c1-2	80.1[100 µM]
19	O=C(CC1(O)C(=O)Nc2c(Cl)ccc(Cl)c21)c1ccco1 (configuration not stated)	95.8
20	CNC(=O)c1cc(Oc2ccc3nc(NC(C)=O)sc3c2)ccn1	98.9
21	CC(=O)CC(=O)NCc1ccc2c(c1)OCO2	101.4
22	CN(CC1CCN(Cc2ccccc2)CC1)C(=O)c1cn(Cc2ccccc2Cl)nn1	101.3
23	CCOC(=O)c1c(C)[nH]c(C=O)c1C	105.2
24	CN1C(=O)N(C)C2NN3C(=O)C=C(c4ccccc4)SC3=NC21 (configuration not stated)	106.3
25	COc1cc(OC)c(S(=O)(=O)NNC(=O)c2ccncc2)cc1C(=O)/C=C/c1ccc(Cl)cc1	94.2
26	CC(C)N1CCN(c2ccncc2S(=O)(=O)N2CCN(C)CC2)CC1	95.7
27	BrC1=C(Br)C(Br)(Br)C(Br)=C1Br	27.4
28	Cc1nn(-c2ccc(F)cc2)c2nc(-c3cccnc3)[nH]c(=O)c12	90.2
29	CC(=O)Oc1ccccc1C(=O)NC([Se])=NC1CCCCC1	7.5*
30	C=C(C)C1(C)C(=O)NC(=O)NC1=O	101.1
31	COC(=O)CC[C@@H]1O[C@@H](c2cccc(C(F)(F)F)c2)[C@@H](I)[C@H]1O	117.7
32	CC(C)C(C(=O)O)N1C(=O)CSC1=S (configuration not stated)	105.3
33	C#CCOc1cccc(-c2ncc3cc(NC(=O)C=C)ccc3n2)c1	71.2
34	O=c1cc(N/N=C/c2ccc(F)cc2)c2ccccc2[nH]1	64.9
35	COc1ccc(-n2c(Cn3nc(C)cc3-c3ccc(Cl)cc3)nnc2SCC(=O)Nc2ccc(S(N)(=O)=O)cc2)cc1	81.7
36	CCC(=O)C1(c2ccccc2)CCNCC1	98.2
37	COc1cc(/C=C/C(=O)N2CCN(C(=O)/C=C/c3cc(OC)c(OC)c(OC)c3)CC2)cc(OC)c1OC	91.7
38	Fc1ccc2[nH]cc(-c3nc(-c4c[nH]c5c(Cl)nccc45)cs3)c2c1	35.4
39	O=C(CN1CCCCC1)Nc1nc2ccc(NCc3ccccc3)cc2s1	64.0
40	CSc1nc(=S)c2nc(SC)n(-c3ccccc3)c2[nH]1	109.9
41	COc1ccc2cc(C3=Nc4ccccc4NC3)ccc2c1	73.1
42	CCOc1cc(CN(CCCl)CCCl)cc(OCC)c1OCC	89.3
43	CCOC(=O)C(Br)=P(c1ccccc1)(c1ccccc1)c1ccccc1	94.2
44	CCSc1nc(N)c(Br)c(Sc2nc(N)nc3nc[nH]c23)n1	106.1
45	CC(C)CCC[C@@H](C)[C@H]1CC[C@H]2[C@@H]3C=CC4=CC=CC[C@]4(C)[C@H]3CC[C@]12C	93.1
46	CC(=O)CC(=O)NC(C)(C)CC(C)(C)C	97.8
47	COc1ccc(-n2nc(C(=O)NCCCCC(=O)O)nc2-c2ccccc2)cc1	84.3
48	Nc1ncnc(Nc2cccc(F)c2)n1	107.2
49	O=C(CCCN1CCC(O)(c2ccc(Cl)cc2)CC1)c1ccc(F)cc1	71.7
50	CCS(N)(=O)=O	96.4

(more compounds)
no.	SMILES	HL-60(TB)
51	O=C(C[n+]1ccccc1)c1ccc(-c2ccccc2)cc1	97.0
52	O=C1CCC(=O)O1	104.0
53	O=c1c(F)cn(Cc2ccccc2CCl)c(=O)n1Cc1ccccc1CCl	-63.6*
54	COc1cc(CCn2nnc3c(NCCN4CCOCC4)ncnc32)cc(OC)c1	97.6
55	O=C1c2cccnc2C(=O)c2nc3cc(N4CCN(C5CC5)CC4)ccc3nc21	-43.1*
56	CNC(=O)Oc1ccc(C)cc1OC	103.1
57	O=C1c2cccc3cccc(c23)C(=O)N1CC#Cc1ccc2c3c(cccc13)C(=O)N(CCN1CCOCC1)C2=O	97.8
58	O=S(=O)(O)C(Nc1ccccc1)c1ccccc1 (configuration not stated)	87.2
59	O=C1CN(CCN2CC(=O)N(CN3CCOCC3)C(=O)C2)CC(=O)N1CN1CCOCC1	106.4
60	O=c1[nH][n+](-c2ccc([N+](=O)[O-])cc2)no1	49.6
61	CC(=O)Cc1nsc(NC(=O)c2cc(-c3ccc([N+](=O)[O-])cc3)oc2C)n1	102.2
62	COc1ccc2c(c1)/C(=N/c1n[nH]c(=S)s1)C(=O)N2	61.6
63	O=C(Nc1ccc(F)cc1)OCCOc1ccc(Br)cc1	69.4
64	NC(CCCCNC=O)C(=O)O (configuration not stated)	112.1
65	Oc1[nH]c2ccccc2c1N=Nc1n[nH]c(=S)n1/N=C/c1sc2ccccc2c1Br	112.3
66	CCOC(=O)C1=C(C)NC(SCc2nnc(-c3ccc(Cl)cc3)o2)=NC1c1ccc(Br)cc1 (configuration not stated)	22.5
67	N#Cc1c(-c2ccccc2)nc(SCC(=O)NNc2ncnc3ccccc23)[nH]c1=O	101.5
68	Cc1nc2ccccc2c(/C=C/c2ccccc2)c1C(=O)/C=C/c1ccc(Cl)cc1	1.6*
69	CCC(C)COC(=O)c1ccc([N+](=O)[O-])cc1 (configuration not stated)	102.2
70	COc1ccc(-c2cc(-c3cccn3C)c(C#N)c(=O)n2C=O)cc1OC	42.9
71	Cc1ccc(S(=O)(=O)N2CCc3ccc(O)c4c3C2Cc2cc(Cl)ccc2-4)cc1 (configuration not stated)	85.3
72	COc1cccc(/C=C2\Cc3c(Br)cccc3C2=O)c1OC	94.8
73	O=C(Nc1ncc(Cc2ccccc2Cl)s1)c1ccc2c(c1)OCCO2	-56.8*
74	Cc1cc(C)c(Br)c(C)c1Br	103.4
75	O=C(Cn1c2ccccc2c2ccncc21)N/N=C\c1ccc2ccccc2c1	40.5
76	O=C1c2ccccc2C(=O)c2c(N=Nc3c(O)[nH]c4ccc(Cl)cc34)cccc21	103.2
77	CC(=O)Nc1cc2c(cc1Cl)C(=O)c1ccccc1C2=O	101.7
78	CSc1nc(N)n(/N=C(\C)c2cccs2)c(=O)c1C#N	92.9
79	Cc1ccc[n+](CCC(N)=O)c1	86.6
80	CCOC(=O)c1cnc2ccc(C)cc2c1Nc1cccc(NS(C)(=O)=O)c1	107.8
81	CCOC(=O)C1=C(N)N(c2ccccc2)C2=C(C(=O)CC(C)(C)C2)C1c1cccnc1 (configuration not stated)	102.5
82	CC(C)(C)CC(C)(O)CN(CC(C)(O)CC(C)(C)C)C(=S)S (configuration not stated)	106.0
83	Cc1cc(C)c([N+](=O)[O-])c([N+](=O)[O-])c1C	98.9
84	COc1ccc(C/C(C)=C(\c2ccc(O)cc2)c2ccc(OCCN3CCCCCC3)cc2)cc1	78.2
85	COc1cc2oc(-c3cccc(NC(=O)Nc4ccc(Br)cc4)c3)cc(=O)c2c(OC)c1OC	51.5
86	O/N=C\CCC/C=N/O	116.3
87	CCOC(=O)C1CN(Cc2ccccc2)C(=O)C1=O (configuration not stated)	7.4*
88	O=C1C=Cc2ncccc2C1=O	57.7
89	CC(=O)c1cc(F)ccc1O	85.8
90	NC(=O)c1ncn(C2O[C@H](CO)[C@@H](O)[C@H]2O)c1N (some centres not stated)	96.0
91	CC(C)(C)C(=O)C[n+]1cccc2c3ccccc3ccc21	77.6
92	COc1ccc(C(=O)NCCc2ccc(OC)c(OC)c2)cc1O	90.2
93	COc1cc(-c2nc(SC(C)C)[nH]c(=O)c2C#N)ccc1OCc1ccccc1	97.9
94	C=C(C)[C@@H]1CCC=C2CC[C@]3(C)[C@H](CC[C@@H]4[C@@]5(C)CCC(=O)NC(C)(C)[C@@H]5CC[C@]43C)[C@H]21	110.1
95	CCCCCSc1ccc2nc(NC(=O)OCC)sc2c1	4.5*
96	O=C(O)CN(CC(=O)O)CC(O)CN(CC(=O)O)CC(=O)O	90.3
97	CCCCCc1cc[n+](CC(=O)c2ccc([N+](=O)[O-])cc2)cc1	101.9
98	COc1nc(N2CCOCC2)nc2cc(NCc3ccccc3)ccc12	80.0
99	C/C=C/C(O)CC (configuration not stated)	99.9
100	NCC(=O)NC1CCCCC1	111.0

(cont.)
no.	SMILES	HL-60(TB)
101	CC(=O)n1nc(C(=O)OC(C)(C)C)c2ccccc21	106.1
102	COc1ccc2nc3ccccc3c(NCCNCC(C)O)c2c1 (configuration not stated)	14.2
103	CCOC(=O)c1c2c(cn1Cc1ccc(OC)cc1)-c1oncc1CC2	98.8
104	CC1(C)O[C@@H]2CC3C4CCC5=CC(=O)C=C[C@]5(C)C4[C@@H](O)C[C@]3(C)[C@]2(C(=O)CO)O1 (some centres not stated)	102.8
105	CC(=O)Oc1ccc(CC(=O)O)cc1	103.7
106	O=C(O)c1cc2ccccc2c(Br)c1O	92.4
107	C=C1CCC2C3(C)COC(c4ccco4)OC3CCC2(C)C1C/C=C1/C(=O)OCC1O (configuration not stated)	98.1
108	Oc1c(CN2CCC(N3CCCCC3)CC2)cc(Cc2cc(CN3CCC(N4CCCCC4)CC3)c(O)c3ncccc23)c2cccnc12	-6.3*
109	CS(C)=O	107.2&95.2
110	CCC(c1ccc(OC(=O)Cc2ccc(N(CCCl)CCCl)cc2)cc1)C(CC)c1ccc(OC(=O)Cc2ccc(N(CCCl)CCCl)cc2)cc1 (configuration not stated)	97.6
111	CCN1C(=O)CC(=O)N(CC)C1=S	68.7
112	O=C(O)c1ccccc1SSc1ccccc1C(=O)O	82.0&104.3
113	CCCCCN(CCCCC)CC(O)c1ccc(C)c(Cl)c1 (configuration not stated)	115.6
114	COc1ccc(C2=NOC3C(O)[C@@H]4OCC(O4)[C@H]23)cc1 (some centres not stated)	100.5
115	COc1ccc2nc(NC(=O)CSc3nnc4n3S(=O)(=O)c3ccccc3N4c3ccccc3)sc2c1	-83.2*
116	CC(=O)OC(C)COc1ccc(-c2ccccc2)cc1 (configuration not stated)	104.3
117	COC(=O)C1=CCS(=O)(=O)C1	114.1
118	CCSc1nnc(Cc2ccc(OC)cc2)n1-c1ccccc1	106.9
119	O=C(Nc1ccc2c(c1)C(N1CCOCC1)c1ccccc1-2)C(F)(F)F (configuration not stated)	51.0
120	CC(C)c1cc(Cl)cc(C(C)C)c1OCCCN(C)C	89.5
121	O=C1C2CC=CCC2C(=O)N1C(O)C(Cl)(Cl)Cl (configuration not stated)	105.3
122	O=C1c2ccccc2C(=O)N1N1C(=O)c2ccccc2C1=O	90.6
